Compound activity: PubChem BioAssay, NCI
All columns: NCI-60 one-dose screen, growth in % after 48 h at 10 µM unless noted; 100 = growth as untreated, 0 = no growth, -100 = all killed.
UACC-257: UACC-257 melanoma; 4.4% of 78,000 active; AID 1794764
MALME-3M: MALME-3M melanoma; 5.8% of 78,000 active; AID 1794766
SK-MEL-5: SK-MEL-5 melanoma; 6.4% of 80,000 active
UACC-62: UACC-62 melanoma | AID 1794756 | 5.4% of 81,000 active
MDA-MB-435: MDA-MB-435 melanoma; 7.8% of 82,000 active; AID 1794794
SK-MEL-2: SK-MEL-2 melanoma; AID 1794763; 4.7% of 77,000 active
SK-MEL-28: SK-MEL-28 melanoma | 4.1% of 81,000 active | AID 1794761
M14: M14 melanoma; 6.2% of 80,000 active
* marks the source's active call; other numbers are inactive results; x = no result given; & = joins results of further samples. Rule for the calls: active = growth percent below 10; inactive = the rest. Random draw from the library; overall some 11% were active at least once.

SMILES	UACC-257	MALME-3M	SK-MEL-5	UACC-62	MDA-MB-435	SK-MEL-2	SK-MEL-28	M14
C=C(C)[C@@H]1CC[C@]2(COC(=O)CCC(=O)NN)CC[C@]3(C)[C@H](CC[C@@H]4[C@@]5(C)CC[C@H](OC(C)=O)C(C)(C)[C@@H]5CC[C@]43C)[C@@H]12	112	105	103	95	108	111	114	107
CC(CCc1ccccn1)C(=O)C(C)CCc1ccccn1 (centres undefined)	103	91	100	87	112	97	108	94
O=C(CCCn1c(O)c(/C=C2\C=Nc3ccccc32)sc1=S)N1CCOCC1	93	89	93	85	101	104	104	102
NC(=O)C1CC2(C1)CC(C(N)=O)C2 (centres undefined)	101	91	107	101	x	107	107	109
C=CC(=O)Nc1cccc(-c2nc(SC)nc(NCCc3ccc(OC)c(OC)c3)c2C#N)c1	30	55	-29*	48	24	66	72	27
Cn1c(O)c(N=Nc2ccc(S(N)(=O)=O)cc2)c2cc(Br)ccc21	119	105	98	95	100	107	110	113
NC(Cc1ccccc1F)C(=O)O (centres undefined)	110	24	115	101	106	110	111	106
O=C(Nc1ccccc1)Nc1ccc(Cl)c(Cl)c1	97	71	72	49	97	100	87	60
Cc1cc(I)cc(I)c1O	97	x	102	106	110	96	115	108
O=c1oc2ccccc2n2cc3ccccc3c12	106	x	96	x	101	117	121	101
COc1ccc(-c2cs/c(=N\N=C\c3cccc(F)c3)n2-c2ccccc2)cc1	79	78	42	46	51	89	83	x
Clc1nc2ccc(Br)cc2cc1Cn1nnnc1Cc1ccccc1	x	68	70	53	42	101	91	54
O=C(Nc1ccc(F)c(C(=O)c2c[nH]c3ncccc23)c1F)Nc1cccc2ccccc12	117	93	101	85	105	96	110	99
O=C(NCCI)N(Cc1ccccc1)C(=O)SSCCc1ccccc1	97	99	97	100	100	107	102	99
Cc1ccc(/C=C(/C2=NCCN2)n2cnc3ccccc32)cc1	96	96	93	97	94	x	100	96
O=C(/C=C/c1cccs1)c1ccc(Cl)nc1	100	96	104	97	94	98	105	101
COc1ccc([N+](=O)[O-])c(C)c1	100	103	115	101	92	105	106	101
CC/C(=C(/c1ccc(Cl)cc1)c1ccc(OCCCN(C)C)cc1)c1ccccc1	99	106	111	106	106	x	103	108
c1ccc(CNCCNCCNCc2ccccc2)cc1	106	x	108	99	118	102	115	104
Cc1ccc(-c2nc3nc(-c4ccccc4)nc(N(C)CC(O)C(O)C(O)C(O)CO)c3o2)cc1 (centres undefined)	103	92	95	95	104	101	109	98
O=C(CSc1nnc(-c2ccc(Cl)cc2)n1-c1ccccc1)Nc1cccc(Cl)c1	90	76	96	98	73	101	98	73
COc1cc(C)ccc1Oc1nc(Nc2ccc(N3CCOCC3)cc2)ncc1N=Cc1cccc(OC(F)(F)F)c1	94	93	83	75	65	102	93	69
O=C(Nc1ccc2ncnc(NNc3nc4ccccc4s3)c2c1)c1ccccc1	109	110	74	59	85	85	81	84
NS(=O)(=O)c1ccc(NC(=S)NC(=O)c2ccc(Cl)cc2)cc1	102	97	72	84	95	119	94	99
CC1(C)CC[C@]23CC[C@]4(C)[C@H](CC[C@@H]5[C@@]6(C)CCC(=O)NC(C)(C)[C@@H]6CC[C@]54C)[C@H]2[C@H]1OC3	104	106	98	92	97	108	107	102

Profiles, quoted from the list. Values in the order: UACC-257	MALME-3M	SK-MEL-5	UACC-62	MDA-MB-435	SK-MEL-2	SK-MEL-28	M14
Record of c1ccc(CNCCNCCNCc2ccccc2)cc1 : 106	x	108	99	118	102	115	104
Record of CC(CCc1ccccn1)C(=O)C(C)CCc1ccccn1 (centres undefined) : 103	91	100	87	112	97	108	94

Going on with the list:
SMILES	UACC-257	MALME-3M	SK-MEL-5	UACC-62	MDA-MB-435	SK-MEL-2	SK-MEL-28	M14
CCCCCCNC(=O)Oc1ccc(/C(=C(/C)c2ccc(Cl)cc2)c2ccc(OCCN3CCCC3)cc2)cc1	-16*	-71*	15	21	52	78	-49*	-54*
O=C1/C(=C/c2cccc(O)c2)Oc2cc(O)ccc21	107	97	95	97	100	105	104	100
CC(=O)CC1CCCC1c1ccc2ccccc2c1 (centres undefined)	98	99	101	100	111	x	103	109
Cc1csc(N2N=C(c3cc4ccccc4o3)CC2c2c[nH]c3ccccc23)n1 (centres undefined)	97	83	101	90	99	90	110	93
O=C(CCCCCCC(=O)Nc1ccc(C(=O)/C=C/c2cn(-c3ccccc3)nc2-c2ccc([N+](=O)[O-])cc2)cc1)NNc1ccccc1	97	93	103	87	102	93	111	x
N/N=C/c1ccc([N+](=O)[O-])cc1	98	106	105	98	98	95	106	103
NC(=N\N=C/Cc1ccccc1)/C(N)=N\N=C\Cc1ccccc1	101	144	107	96	107	108	120	105
COc1ccc(C(O)S(=O)(=O)O)cc1 (centres undefined)	101	99	112	107	110	111	104	102
CCOC(=O)c1c(NCC(=O)Nc2cccc([N+](=O)[O-])c2)sc(C(C)=O)c1C	-12*	-22*	-83*	-20*	-26*	-15*	2.6*	-82*
Cc1ccc([N+]2=NOC(=O)C2S(=O)(=O)Nc2ccc(-n3c(-c4cccc(Br)c4)nc4ccccc4c3=O)cc2)cc1 (centres undefined)	79	x	90	87	105	134	124	123
CC(C)n1nc(C#Cc2cccc(NC(=O)c3cccc(C(F)(F)F)c3)c2)c2c(N)ncnc21	-18*	-39*	-61*	-56*	2.1*	-65*	-28*	-44*
NS(=O)(=O)c1ccc(NCC(=O)N=Nc2c(O)n(CC(=O)Nc3ccc(Br)cc3)c3ccccc23)cc1	106	108	75	70	102	90	102	99
CC1=C(C(=O)OCc2ccccc2)C(c2ccc3c(c2)OCO3)n2c(nc3ccccc32)N1 (centres undefined)	60	40	26	46	-35*	48	62	28
Cc1[nH]c(C(=O)Nc2ccc(C(N)=O)c(OC(C)C)c2)c(Cl)c1Cl	106	100	98	90	102	103	100	100
O=[N+]([O-])c1cccc(C2NC(N3CCCCC3)=C(N3CCCCC3)c3c2sc2c(F)cccc32)c1 (centres undefined)	104	103	91	83	103	108	108	93
CCCCc1oc2ccc([N+](=O)[O-])cc2c1C(=O)c1ccc(C#Cc2ccc(CC)cc2)cc1	111	95	96	75	101	117	114	94
O=C1Cc2cc(CCn3ccnc3)c(Cl)cc2N1	60	98	32	70	28	81	68	24
CCCCCCCCC(=O)Nc1ccccc1O	100	101	115	99	105	94	97	117
CCOC(=O)c1cc(CCCOc2ccc(-c3noc(C(F)(F)F)n3)cn2)on1	96	95	88	46	30	86	93	86
CC(=O)Nc1cccc(-c2[nH]c3ccccc3c2/C=N/NC(N)=O)c1	100	99	x	98	107	97	114	105
COC(=O)c1ccc(NC(N)=NCCC(C)(C)c2ccc(C(F)(F)F)cc2)nc1	39	-31*	-85*	55	50	70	35	-40*
CCOC(=O)c1cc(C(=O)c2ccc(Br)cc2)n2ccc(-c3ccccn3)cc12	101	108	92	104	98	104	104	89
CC(=O)S[C@@H]1CC2=CC(=O)CC[C@]2(C)[C@H]2CC[C@@]3(C)[C@@H](CC[C@@]34CCC(=O)O4)C12 (some centres undefined)	102	88	96	x	97	102	95	84
CCOC(=O)C1=CC2C(=O)N(c3ccccc3)C(=S)N2C1=O (centres undefined)	111	105	98	97	104	107	105	101
COc1ccc(-c2nc(NCCO)[nH]c(=O)c2C#N)cc1	112	101	107	102	103	99	108	100

Exported with two lines to a compound: 21 of the compounds above
Every second line gives: UACC-257, MALME-3M, SK-MEL-5, UACC-62, MDA-MB-435, SK-MEL-2, SK-MEL-28, M14
O=C(CCCCCCC(=O)Nc1ccc(C(=O)/C=C/c2cn(-c3ccccc3)nc2-c2ccc([N+](=O)[O-])cc2)cc1)NNc1ccccc1
 : 97, 93, 103, 87, 102, 93, 111, x
N/N=C/c1ccc([N+](=O)[O-])cc1
 : 98, 106, 105, 98, 98, 95, 106, 103
NC(=N\N=C/Cc1ccccc1)/C(N)=N\N=C\Cc1ccccc1
 : 101, 144, 107, 96, 107, 108, 120, 105
COc1ccc(C(O)S(=O)(=O)O)cc1 (centres undefined)
 : 101, 99, 112, 107, 110, 111, 104, 102
CCOC(=O)c1c(NCC(=O)Nc2cccc([N+](=O)[O-])c2)sc(C(C)=O)c1C
 : -12*, -22*, -83*, -20*, -26*, -15*, 2.6*, -82*
Cc1ccc([N+]2=NOC(=O)C2S(=O)(=O)Nc2ccc(-n3c(-c4cccc(Br)c4)nc4ccccc4c3=O)cc2)cc1 (centres undefined)
 : 79, x, 90, 87, 105, 134, 124, 123
CC(C)n1nc(C#Cc2cccc(NC(=O)c3cccc(C(F)(F)F)c3)c2)c2c(N)ncnc21
 : -18*, -39*, -61*, -56*, 2.1*, -65*, -28*, -44*
NS(=O)(=O)c1ccc(NCC(=O)N=Nc2c(O)n(CC(=O)Nc3ccc(Br)cc3)c3ccccc23)cc1
 : 106, 108, 75, 70, 102, 90, 102, 99
CC1=C(C(=O)OCc2ccccc2)C(c2ccc3c(c2)OCO3)n2c(nc3ccccc32)N1 (centres undefined)
 : 60, 40, 26, 46, -35*, 48, 62, 28
Cc1[nH]c(C(=O)Nc2ccc(C(N)=O)c(OC(C)C)c2)c(Cl)c1Cl
 : 106, 100, 98, 90, 102, 103, 100, 100
O=[N+]([O-])c1cccc(C2NC(N3CCCCC3)=C(N3CCCCC3)c3c2sc2c(F)cccc32)c1 (centres undefined)
 : 104, 103, 91, 83, 103, 108, 108, 93
CCCCc1oc2ccc([N+](=O)[O-])cc2c1C(=O)c1ccc(C#Cc2ccc(CC)cc2)cc1
 : 111, 95, 96, 75, 101, 117, 114, 94
O=C1Cc2cc(CCn3ccnc3)c(Cl)cc2N1
 : 60, 98, 32, 70, 28, 81, 68, 24
CCCCCCCCC(=O)Nc1ccccc1O
 : 100, 101, 115, 99, 105, 94, 97, 117
CCOC(=O)c1cc(CCCOc2ccc(-c3noc(C(F)(F)F)n3)cn2)on1
 : 96, 95, 88, 46, 30, 86, 93, 86
CC(=O)Nc1cccc(-c2[nH]c3ccccc3c2/C=N/NC(N)=O)c1
 : 100, 99, x, 98, 107, 97, 114, 105
COC(=O)c1ccc(NC(N)=NCCC(C)(C)c2ccc(C(F)(F)F)cc2)nc1
 : 39, -31*, -85*, 55, 50, 70, 35, -40*
CCOC(=O)c1cc(C(=O)c2ccc(Br)cc2)n2ccc(-c3ccccn3)cc12
 : 101, 108, 92, 104, 98, 104, 104, 89
CC(=O)S[C@@H]1CC2=CC(=O)CC[C@]2(C)[C@H]2CC[C@@]3(C)[C@@H](CC[C@@]34CCC(=O)O4)C12 (some centres undefined)
 : 102, 88, 96, x, 97, 102, 95, 84
CCOC(=O)C1=CC2C(=O)N(c3ccccc3)C(=S)N2C1=O (centres undefined)
 : 111, 105, 98, 97, 104, 107, 105, 101
COc1ccc(-c2nc(NCCO)[nH]c(=O)c2C#N)cc1
 : 112, 101, 107, 102, 103, 99, 108, 100

Further compounds
SMILES	UACC-257	MALME-3M	SK-MEL-5	UACC-62	MDA-MB-435	SK-MEL-2	SK-MEL-28	M14
O=C1C(Cl)OC(c2ccccc2)=NN1c1ccccc1 (centres undefined)	97	89	97	39	73	x	97	52
Cc1nc2ccc(Cl)cn2c1-c1nnc(SCc2ccc(F)cc2)o1	103	102	72	67	97	119	99	86
COc1cc(C(=O)N/N=C/c2cc3cc(OCc4ccccc4)ccc3nc2OC)cc(OC)c1OC	79	110	64	84	88	85	100	83
CC(=O)Nc1ccc(S(=O)(=O)O)c2cccc(O)c12	97	98	103	95	109	108	109	104
NC(=O)NN1CCOCC1	99	116	113	97	116	90	107	99
Cc1ccc(OCc2ccccc2Br)cc1	77	94	102	94	102	98	115	97
Cc1ccc(-c2cc3nc(C(Cl)Cl)nc(C)n3n2)cc1	112	105	98	100	110	110	105	106
Nc1c(Cl)cc(Cl)cc1[N+](=O)[O-]	104	105	102	98	104	104	99	101
COc1cc(C2=Nc3c(N)nc(N)nc3NC(c3cccc(Nc4ccnc5cc(Cl)ccc45)c3)C2)cc(OC)c1OC (centres undefined)	104	109	96	94	88	93	110	96
C=CCC(=S)NNC(=O)c1ccncc1	105	108	99	102	106	104	111	100
COc1cc2c(cc1I)-c1c(cc(OC)c(OC)c1OC)CC[C@@H]2NC(C)=O	57	72	2.4*	16	-8.3*	19	42	-13*
O=c1oc2ccccc2cc1-c1csc(N2N=C(c3ccccc3)CC2c2ccc(Cl)cc2)n1 (centres undefined)	105	102	98	94	111	112	105	98
CC1=NN(c2ccc(Cl)cc2)CC1(C)N=O (centres undefined)	90	68	95	88	48	105	90	65
NNC(=O)c1ccccc1F	94	98	101	100	109	100	108	94
Nc1cc(Cl)c2[nH]cnc2n1	105	108	104	106	118	109	125	111
N#CC1=C(N)Oc2c(cnn2-c2ccc([N+](=O)[O-])cc2[N+](=O)[O-])C1c1ccc(N2CCCCC2)cc1 (centres undefined)	107	85	90	69	95	103	94	89
COc1ccc(C(=O)O)cc1	95&100	115&89	107&100	103&107	98&108	109&103	118&111	100&104
O=C(CSc1nc2sc3c(c2c(=O)n1-c1ccc(Cl)cc1)CCCC3)N/N=C/c1ccc(Br)cc1	110	104	102	100	99	121	109	104
COc1ccc(C(=O)/C=C/c2c(-c3ccc(F)cc3)nc3sccn23)cc1OC	112	109	93	93	101	137	98	117
O=C1/C(=C/c2ccccc2)CN(CCC(=O)N2C/C(=C\c3ccccc3)C(=O)/C(=C/c3ccccc3)C2)C/C1=C\c1ccccc1	94	101	61	70	-41*	92	92	52
Nc1nc(-c2ccccc2Br)nn1-c1nc2ccccc2s1	89	105	104	97	95	97	103	98
Cn1c(SCC(=O)c2cccs2)nc2ccccc2c1=O	93	102	x	93	103	98	105	98
O=C(N/N=C\c1cccc2ccccc12)C(=O)N/N=C/c1cccc2ccccc12	100	103	101	98	97	120	102	107
N#CCc1nc2c3c4c(sc3ncn2n1)CCCC4	x	111	51	38	107	101	100	100
